Screens from PubChem BioAssay.
PAX8 reporter – PAX8 transcriptional activity inhibition. AID 652154. RMG-I TPO-luciferase reporter, SteadyGlo, 24 h. inhibition, % at 12.6 µM. actives 1.2% (n = 360,000);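 active = mean replicate inhibition at least 60% with every replicate also reaching 60%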;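 also: luciferase light reporting Pax8 driven TPO promoter activity; plate controls were median of neutral control wells for no effect and mitoxantrone controls for full effect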
miR122 inh – blocks miR-122 activity in Huh7 sensor cells; Huh7 miR-122 Renilla luciferase sensor, 48 h; neutral wells = 0, positive control = 100; activation (reporter increase), % at 12.5 µM; actives 0.3% (n = 340,000); AID 602342;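 active = mean replicate activation score at least 90 and every replicate individually at or above 90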;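 also: higher luciferase means less miR-122 activity so hits act as miR-122 inhibitors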
EWS-Fli block – blocks EWS/Fli oncoprotein-driven transcription | A673 NR0B1-luciferase reporter, viability-normalised | inhibition, % at 12.6 µM | actives 0.67% (n = 350,000);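 active = mean inhibition of at least 50% after viability correction, with every replicate also passing that limit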;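 also: firefly luciferase signal divided by Alamar Blue viability fluorescence both relative to DMSO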
LGR2 antag – inhibitors of bursicon-induced Drosophila LGR2 receptor cAMP signaling; actives 0.35% (n = 380,000); HEK293 LGR2, CRE-luciferase, bursicon-stimulated, 4 h; inhibition, % at 9.99 µM; AID 720647;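 active = drop in luminescence signal, shown as inhibition above about 50% in the replicate tests, limit read from the data, passing the limit was not always enough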;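 also: agonist challenge used bursicon conditioned medium at about half maximal strength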
PGC1a acetyl inh – lowers PGC1a acetylation signal in U2OS cells. AlphaScreen anti-acetyl-lysine; with virally co-expressed GCN5 acetyltransferase. inhibition, % at 15.6 µM. actives 0.17% (n = 350,000). AID 651687;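 active = every replicate shows inhibition of at least 40%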;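 also: 0% = neutral control wells and 100% = positive control wells; some results beyond the cut were filed as inactive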
CASP6 VEID inh – inhibitors of human caspase-6 | P55212 | purified caspase-6, Z-VEID-R110 cleavage fluorescence | inhibition, % at 12.5 µM | actives 0.53% (n = 350,000) | AID 686996;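 active = mean inhibition across replicates at least about 35%, with every replicate also reaching that limit, limit read from the data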;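 also: 0% = median of neutral control wells and 100% = no fluorescence left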
Target sequence (P55212 24-179 limits assumed): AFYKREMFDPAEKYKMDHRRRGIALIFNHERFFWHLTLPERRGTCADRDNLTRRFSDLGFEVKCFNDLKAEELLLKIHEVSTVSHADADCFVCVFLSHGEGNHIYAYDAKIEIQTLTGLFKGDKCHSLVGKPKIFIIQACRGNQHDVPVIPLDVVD
Target sequence (P55212 194-293 limits assumed): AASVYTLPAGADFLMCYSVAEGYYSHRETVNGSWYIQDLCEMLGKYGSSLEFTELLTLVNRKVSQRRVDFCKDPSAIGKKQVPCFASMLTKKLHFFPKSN
Cneo AK release – Cryptococcus neoformans lysis via adenylate kinase release; lysis activity, % at 15 µM; actives 0.2% (n = 360,000); AID 651654; C. neoformans lysis, adenylate kinase release luminescence, 4 h; normalised: neutral wells 0, clomiphene wells 100;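 active = mean lysis activity across replicates of at least 80%, whatever share of replicates individually reach that level; inactive = mean lysis activity below 80%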
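Material – log-phase Cryptococcus neoformans yeast cells · Input – 5 × 10^6 yeast cells/mL · Medium – fresh YPD growth medium · Doses – single compound concentration per well · Timing – static 4 h at 37 °C with compound, 1 h detection · Detection – adenylate kinase release luminescence · Read-out – signal increase indicating cell lysis · Control set – Clomiphene as positive lysis control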
FN deposit inh – fibronectin deposition inhibition. AH1F fibroblasts, Alexa488-fibronectin deposition fluorescence, overnight. inhibition, % at 12.6 µM. actives 0.086% (n = 350,000);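 active = mean inhibition across replicates of 30% or more, regardless of how many single replicates reach that level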;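 also: positive control wells lacked labelled fibronectin entirely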
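Assay system: AH1F fibroblasts / Quantity: 10000 cells per well / Medium: DMEM plus 2% serum, read in PBS / Reagent: labelled fibronectin 24 nM / Dosing: single dose, pinned / Times: 1 h cell attachment, overnight exposure to compound and label / Signal: fluorescence, ex 485 nm, em 525 nm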
* marks the source's active call; other numbers are inactive results; / = not tested or not shown; [ ] = another dose, or the depositor's remark. Random draw from the library; overall some 2.5% were active at least once.

SMILES	PAX8 reporter	miR122 inh	EWS-Fli block	LGR2 antag	PGC1a acetyl inh	CASP6 VEID inh	Cneo AK release	FN deposit inh
COC(=O)COc1cccc(NS(=O)(=O)c2cccc([N+](=O)[O-])c2)c1	7	/	-4	11	2	-1	/	-5
COc1ccccc1NC(=S)N1CCn2cccc2C1c1cccnc1 (configuration not stated)	14	/	4	-4	/	-3	/	/
C[C@@H]1CN([C@@H](C)CO)C(=O)c2cc(C3=CCCCC3)cnc2O[C@@H]1CN(C)C(=O)Nc1ccc(F)cc1	12	6[16.7 µM]	-3	-28	/	-2	-2	-2
CNC(=O)C[C@H]1C(=O)N(c2ccccc2)C[C@@H]1CSC	-14	2	-5	-2	4	0	1	7
COc1ccccc1C(C)Nc1ccc(S(=O)(=O)N2CCN(C)CC2)cc1[N+](=O)[O-] (configuration not stated)	3	6	16	-22	-9	3	-1	3
COc1ccc(CNC(=O)Nc2nnc([C@@H]3C[C@H](O)[C@@H](CO)O3)s2)cc1	-7	/	-13	14	/	0	6	-7
COc1cccc(/C=C/C(=O)OCC(=O)Nc2ccc(Cl)c(S(=O)(=O)N(C)C)c2)c1OC	10	/	3	-28	5	-2	/	-2
N#Cc1c(-c2ccccc2)cc(-c2ccccc2)[nH]c1=O	-19	-9	6	6	-2	-1	-1	2
Cc1ccc(C)c(NC(=O)COC(=O)c2nn(C)c(=O)c3ccccc23)c1	-10	/	0	-21	/	-2	-1	-6
CN=C(Nc1cc(C)nn1-c1ccccc1)c1ccccc1	/	-4	/	-10	10	-2	-3	/
O=C(O)/C=C\C(=O)NNC(=O)c1cc(-c2ccccc2)n[nH]1	-9	/	11	20	1	3	-6	-7
C[C@@H]1CN([C@H](C)CO)C(=O)Cc2cc(NC(=O)C3CCCCC3)ccc2O[C@H]1CN(C)S(=O)(=O)c1cccs1	5	4[16.7 µM]	-2	8	-2	2	-1	/
N#C[C@@H]1[C@H](c2ccccc2C2=CCCC2)[C@@H](CO)N1C(=O)NC1CCCCC1	/	/	-6	29	/	1	/	-1
CCc1cccc(NC(=O)CCSCCC(=O)Nc2cccc(CC)c2)c1	/	3	/	8	30	/	-1	/
O=C(C[C@H]1CC[C@@H]2[C@H](COC[C@H](O)CN2C(=O)Nc2ccc(Cl)c(Cl)c2)O1)NCc1ccc(Cl)c(Cl)c1	-20	-7[16.7 µM]	-4	24	-4	1	-6	-5
O=C(NCCC1=CCCCC1)C1CCCN(S(=O)(=O)c2cnc[nH]2)C1 (configuration not stated)	30	-3	-1	0	-1	-1	2	8
Cc1c2cnn(CC(=O)NC3CCCC3)c(=O)c2c(C)n1Cc1ccccc1	-121	-4	-58	-42	/	-3	-1	-4
CC(CNC(=O)COc1ccc2c(c1)OCO2)c1ccccc1 (configuration not stated)	-8	-4	-4	-5	6	3	-1	-1
C[C@H]1CN([C@@H](C)CO)C(=O)Cc2cc(NC(=O)Nc3ccc(C(F)(F)F)cc3)ccc2O[C@@H]1CN(C)C(=O)Nc1cccc2ccccc12	30	-5[16.7 µM]	10	13	-15	2	-2	/
O=C(C[C@H]1C=C[C@H](NC(=O)NC2CCCCC2)[C@H](CO)O1)NCc1ccc(Cl)cc1	4	/	-4	2	-10	0	4	/
O=C1NC(=Nc2ccc(F)cc2)SC1Cc1ccc(F)cc1 (configuration not stated)	-9	5	-7	-25	0	-1	0	-5
O=C(O)c1cc2c(N3CCC(Cc4ccccc4)CC3)ncnc2s1	-4	4	-3	-8	6	-4	/	3
O=C1N(CCS(=O)(=O)c2ccccc2)Cc2ccccc2C[C@]12N=C(c1ccc(OCCCO)cc1)O[C@@H]2c1ccccc1	60	/	-6	/	/	0	25	/
Cc1ccc(S(=O)(=O)NCC[C@@H]2CC[C@H](NC(=O)c3cccc(F)c3)[C@H](CO)O2)cc1	-21	/	-8	6	-1	4	21	/

Full records, looked up by structure. Screens in order: PAX8 reporter | miR122 inh | EWS-Fli block | LGR2 antag | PGC1a acetyl inh | CASP6 VEID inh | Cneo AK release | FN deposit inh
CCc1cccc(NC(=O)CCSCCC(=O)Nc2cccc(CC)c2)c1 is listed as / | 3 | / | 8 | 30 | / | -1 | /
Cc1ccc(S(=O)(=O)NCC[C@@H]2CC[C@H](NC(=O)c3cccc(F)c3)[C@H](CO)O2)cc1 is listed as -21 | / | -8 | 6 | -1 | 4 | 21 | /

Other entries follow:
SMILES	PAX8 reporter	miR122 inh	EWS-Fli block	LGR2 antag	PGC1a acetyl inh	CASP6 VEID inh	Cneo AK release	FN deposit inh
COc1ccc(OCC2CNC(=O)O2)cc1 (configuration not stated)	-11	/	10	1	/	-3	/	-2
CCOc1ccc(C(C(=O)NC2CCCC2)N(Cc2ccccc2)C(=O)c2nsc(Cl)c2Cl)cc1 (configuration not stated)	/	18	-14	40	-23	1	0	/
C[C@@H]1CN([C@H](C)CO)C(=O)c2cc(NS(=O)(=O)c3ccc(F)cc3)ccc2O[C@@H](C)CCCCO[C@@H]1CN(C)CC1CCCCC1	101*	-14[16.7 µM]	-17	0	-22	-1	3	/
Cc1sc2nc(SCC(=O)NCCOCCO)nc(N)c2c1C	-14	-5	0	-3	5	-2	/	-5
CCOc1ccc(Cl)cc1-c1cc(C(=O)Nc2ccc(C(C)C)cc2)[nH]n1	7	3	-9	16	-16	0	2	18
COc1cccc(NC(=O)Cn2c3ccc(F)cc3c3nc4n(c(=O)c32)CCCS4)c1	14	-13	-6	-1	8	2	-1	12
O=C1Cc2ccccc2C(=O)N1c1cccc(Cl)c1	21	-3	5	7	/	35*	-1	-3
Cc1ccc(CC(=O)N2CCC(c3nc4c(nnn4Cc4ccccc4)c(=O)[nH]3)CC2)cc1	-2	-4	-4	-1	5	2	-1	-14
C[C@@H]1CN([C@@H](C)CO)C(=O)c2cc(NS(=O)(=O)c3ccc(Cl)cc3)ccc2O[C@H]1CN(C)Cc1ccc(-c2ccccc2)cc1	/	1[16.7 µM]	5	-20	-12	0	0	/
CCOC(=O)C1=C(C)NC(C)=C(C(=O)OCC)C1/C=C/c1ccccc1	/	4	-12	-10	-19	2	0	/
Cc1ccc(CNC(=O)c2ccc(S(=O)(=O)Nc3c(C)n(C)n(-c4ccccc4)c3=O)cc2)cc1	2	0	2	-6	-4	-3	1	0
CS(=O)(=O)N1[C@@H]2Cn3c(ccc(C4=CCCCC4)c3=O)[C@H]1[C@@H](C(=O)N1CCOCC1)[C@@H]2CO	5	23[16.7 µM]	6	0	/	3	-3	/

Looked up above:
Reading for O=C1Cc2ccccc2C(=O)N1c1cccc(Cl)c1 in miR122 inh: -3
Reading for CCOc1ccc(Cl)cc1-c1cc(C(=O)Nc2ccc(C(C)C)cc2)[nH]n1 in PAX8 reporter: 7

The listing continues:
SMILES	PAX8 reporter	miR122 inh	EWS-Fli block	LGR2 antag	PGC1a acetyl inh	CASP6 VEID inh	Cneo AK release	FN deposit inh
O=C(CSc1nc2ccccc2c(=O)n1Cc1ccccc1)Nc1ccc(Br)cc1C(=O)O	1	0	6	6	/	35	1	-1
C=CCc1cc(S(=O)(=O)c2ccc(O)c(CC=C)c2)ccc1O	12	3	-7	14	-6	4	-1	-3
CCOC(=O)C1=C(COC(=O)C2CC(=O)N(c3ccccc3F)C2)NC(=O)NC1C (configuration not stated)	-16	-6	-2	3	9	4	1	-1
COC(=O)[C@@]1(CCS(=O)(=O)c2ccccc2)N=C(c2ccc(OCCCO)cc2)O[C@H]1c1ccccc1N=[N+]=[N-]	/	/	-7	/	-27	-2	-6	/
Cc1cccc2sc(N(CCN(C)C)C(=O)c3cc(Cl)sc3Cl)nc12	17	-6	/	12	/	/	6	-1
COc1ccc(S(=O)(=O)Nc2ccc3c(c2)C(=O)N([C@H](C)CO)C[C@H](C)[C@@H](CN(C)Cc2ccc4c(c2)OCO4)OCCCC[C@@H](C)O3)cc1	-3	0[16.7 µM]	5	-5	5	-1	1	8
CCOC(=O)CC(=O)CSc1nc(N)c(C#N)c(-c2ccc(F)cc2)c1C#N	/	-3	/	/	0	/	0	-14
COc1cc(/C=N/n2cnnc2)ccc1OCc1ccccc1	/	-12	/	/	0	/	-4	6
CC1(C)CC(NNCCC#N)=CC(=[N+]2CCCC2)C1	9	3	1	38	-2	-13	/	1
O=C(C(c1ccccc1)c1ccccc1)N1CCCc2ccccc21	8	-5	/	/	-37	/	0	-8
CCN(CC)C(=O)[C@H]1C[C@H](CC(=O)NCCc2ccccn2)C(=O)N2CCc3c([nH]c4ccc(Cl)cc34)[C@]12C	-3	-2	-2	-7	-2	-4	-2	6
COc1ccc(OC)c(NC(=O)Nc2ccc3c(c2)OCO3)c1	/	5	-26	-10	/	0	0	-14
Cc1ccc(S(=O)(=O)NC(C)(C)CN2CCC(Cc3ccccc3)CC2)cc1	3	-5	20	5	-9	3	0	-6
O=C(NC[C@@H]1[C@@H](c2ccccc2)[C@@H](CO)N1CC1CCCC1)C1CC1	9	-21[16.7 µM]	-7	15	-8	-2	7	/
CC(C)C(=O)N1CCN(c2ccc(NC(=O)c3ccco3)cc2Cl)CC1	-8	26	-28	-11	-23	2	-4	12
O=C(Nc1ccc(C2CC2(Cl)Cl)cc1)c1cccc([N+](=O)[O-])c1 (configuration not stated)	-106	29	-111	-61	-11	-1	-7	9
CCS(=O)(=O)N1CC2(CN(Cc3cccc(Cl)c3)[C@@H](CO)c3c2c2ccc(OC)cc2n3C)C1	/	/	-2	14	4	-2	/	-5
C[C@@H]1CN([C@@H](C)CO)C(=O)c2cc(NC(=O)CCCCCC(=O)Nc3ccccc3N)ccc2O[C@@H]1CN(C)C(=O)NC1CCCCC1	/	-19[16.7 µM]	6	-2	-9	-2	-3	/
COc1ccc(S(=O)(=O)Cc2ccc(C(=O)N3CCN(c4cccc(C)c4)C(C)C3)o2)cc1 (configuration not stated)	44	68	26	1	-27	1	0	-2
COc1ccc(N/C=C/C(=O)C(F)(F)F)cc1	7	0	/	-30	/	/	-4	-4
CCOC(=O)CN1CC23C=CC(O2)C(C(=O)NCc2ccccc2OC)C3C1=O (configuration not stated)	-6	-5	8	0	/	-2	-1	2
CC(C)(C)CC(=O)NC(=S)NCCc1ccccc1	/	-3	-19	-23	-29	1	100*	/
O=C(NNC(=O)c1cccs1)c1ccccn1	-33	-3	-16	6	2	5	0	5
Cc1cc(NC(=O)CSCc2ccccc2)no1	-2	/	-1	0	/	3	/	6
C=CCNC(=O)c1onc(CSc2ccccc2C)c1C(=O)O	4	-5	-10	4	6	1	-1	-6
Cn1cc(C(=O)N/N=C/c2ccc3c(c2)OCO3)c2ccccc21	-10	15	11	-20	/	1	1	-6
C[C@H]1CN([C@@H](C)CO)C(=O)c2cc(C#CCc3ccccc3)cnc2O[C@@H]1CN(C)C(=O)Cc1cccnc1	/	5[16.7 µM]	5	2	4	2	-3	/
Cc1ccc(NC(=O)CCc2nnc3ccc(NCc4ccco4)nn23)cc1F	-2	-6	9	10	-11	8	-2	-2
CC(Oc1ccc(C(=O)NCCc2ccccc2)cc1)C(=O)O (configuration not stated)	/	1	/	-4	7	/	-1	-7
O=C1NN(c2cccc(Br)c2)C(=O)/C1=C\c1ccc(O)cc1	12	/	1	-7	/	/	0	-4
CC(C)Cn1c(N)c(C(=O)COC(=O)c2cccn2C)c(=O)n(C)c1=O	-2	-1	-2	-1	-9	-3	-2	7
CN(Cc1cccc(F)c1)C(=O)c1cc(S(=O)(=O)N2CCOCC2)ccc1N1CCCC1	0	7	3	-9	11	2	4	5
CCCNC(=O)N1CCC2(CC1)CN(Cc1ccccn1)[C@@H](CO)c1c2c2ccc(OC)cc2n1C	17	/	4	-3	-3	2	/	-14
